# Screens (PubChem)
# USP2a inh: blocks human ubiquitin-specific protease USP2a. Potency, µM (highest dose often 38.3 µM), for the others: at the top dose activity change, negative = inhibition, hits mostly inhibitors. AID 927. USP2a enzymatic assay, qHTS inhibition. 60,000 compounds, 0.1% hits;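 note: potency is the fitted concentration of half-maximal effect; nearly all actives have a fitted effect of over 60% in size; plate controls were DMSO for no effect and NEM full inhibition control for full effect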
# Target sequence (O75604 whole entry, looked up): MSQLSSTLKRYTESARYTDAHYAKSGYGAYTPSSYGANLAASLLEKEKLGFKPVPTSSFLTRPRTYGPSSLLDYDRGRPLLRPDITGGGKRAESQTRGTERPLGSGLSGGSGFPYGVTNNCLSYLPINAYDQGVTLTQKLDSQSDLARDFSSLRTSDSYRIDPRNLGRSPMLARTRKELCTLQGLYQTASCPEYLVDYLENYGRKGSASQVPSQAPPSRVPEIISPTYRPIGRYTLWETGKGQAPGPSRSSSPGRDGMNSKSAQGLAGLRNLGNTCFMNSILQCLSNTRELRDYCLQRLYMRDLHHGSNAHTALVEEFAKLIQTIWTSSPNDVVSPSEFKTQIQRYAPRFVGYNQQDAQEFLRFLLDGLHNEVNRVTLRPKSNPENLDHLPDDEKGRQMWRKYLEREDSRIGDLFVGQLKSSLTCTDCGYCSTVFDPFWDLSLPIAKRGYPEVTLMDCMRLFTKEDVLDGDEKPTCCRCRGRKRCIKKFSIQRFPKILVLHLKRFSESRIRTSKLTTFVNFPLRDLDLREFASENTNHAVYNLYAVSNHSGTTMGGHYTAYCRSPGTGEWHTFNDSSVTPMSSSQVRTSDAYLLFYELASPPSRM
#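 USP2 core (20 nM final) was preincubated with compound for 30 min at RT in 20 mM Tris-HCl pH 8.0, 2 mM CaCl2, 2 mM beta-mercaptoethanol; Ub-PLA2 (20 nM) plus NBD C6-HPC (20 uM) then added, fluorescence read after 2.5 h.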
# BRCT inh red: disrupts BRCA1 BRCT binding to phosphoprotein, red fluorophore readout | 75,000 compounds, 0.03% hits | BRCT-phosphopeptide binding, red fluorescence polarization | P38398 | AID 892 | Potency, µM (highest dose often 76.9 µM), for inactives: top-dose activity change, negative = inhibition, hits mostly inhibitors; note: % is set by controls: 0 for no effect and ±100 for the full control effect
#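 Rhodamine-labelled pBACH1 10-mer (100 nM) bound to BRCT domain (100 nM) at pH 7.3; compounds incubated 12 min room temperature, polarization read. Free peptide defines full inhibition; unlabelled decapeptide titrated as control.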
# Casp1 inh: caspase-1 (human) inhibition, allosteric or competitive; 75,000 compounds, 0.03% hits; Caspase-1 enzyme, Ac-WEHD-AFC fluorogenic rate; Potency, µM (highest dose often 57.5 µM), without a hit: top-dose activity change, negative = inhibition, hits mostly inhibitors; AID 900; P29466;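 note: potency is the fitted concentration of half-maximal effect; plate controls were vehicle for no effect and no substrate for full effect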
# A350 fluor: compounds fluorescent in Alexa 350 spectral region; AID 590; Compound autofluorescence, 340/450 nm, Alexa 350 dye-equivalents; stronger effect = higher value; 59,000 compounds, 11% hits; max dye-equivalent concentration, M; in the data active = max dye-equivalent concentration above about 10 nM; inconclusive = mostly about 1.1 nM to 9.6 nM
# HEK293 cAMP cs: raises cAMP in parental HEK293 cells, TSHR agonist counter-screen; parental HEK293 CNG cAMP sensor, membrane potential fluorescence; Potency, µM (doses to about 57.1 µM), inactives show top-dose activation, most hits filed as activators; 73,000 compounds, 2.5% hits; AID 938; note: potency is the fitted concentration of half-maximal effect; % of control where 0% means no effect; nearly all actives have a fitted effect of over 55% in size
#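 Parental HEK 293 cells stably expressing a cAMP-gated CNG channel were loaded with membrane potential dye containing 100 uM RO 20-1724 for 60 min. Compound added for 30 min; depolarization read as fluorescence intensity at 590 nm.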
# Ub-GFP proteasome: proteasome inhibitors stabilizing ubiquitin-GFP reporter | Ubiquitin-GFP reporter cells, proteasome inhibition, GFP fluorescence; response scale: untreated = 0%, 10 µM MG-132 = 100% | Potency, µM (doses to about 45.9 µM), without a hit: at the top dose activation (GFP accumulation), most hits filed as activators | 67,000 tested, under 10 active | AID 526; active = well fitted activation curve with a large enough effect, not every such curve was filed as active; inconclusive = small, poorly fitted or top-dose-only effect, or another doubt; inactive = no such curve, though single readings can be large or run the other way; note: potency is the fitted concentration of half-maximal effect
#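 U2OS Ub(G76V)-GFP reporter; O/N plating, 0.5% FBS; cpd 46 uM–2.9 nM, 4 h, 37 °C; GFP+ cell count, 488/515 nm; norm. to basal vs 10 uM MG-132; CRC fit.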
# 4MU fluor: compound fluoresces in the 4-MU spectral region; compound autofluorescence, 340/450 nm, 4-MU equivalents; stronger effect = higher value; max dye-equivalent concentration, M; 59,000 compounds, 11% hits; in the data active = max dye-equivalent concentration above about 10 nM; inconclusive = mostly about 1.1 nM to 9.6 nM
#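 Compounds in 100 mM Tris, pH 8.0, sat 15 min at room temperature before fluorescence was read at 340 nm excitation/450 nm emission; a per-plate six-point 4-MU standard curve converted signals to dye-equivalent concentration at each compound concentration.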
# Casp7 inh: caspase-7 (human) inhibition, allosteric or competitive. AID 889. P55210. recombinant caspase-7, Ac-DEVD-AFC fluorescence rate. Potency, µM (highest dose often 57.5 µM), without a hit: at the top dose activity change, negative = inhibition, actives largely listed as inhibitors. 75,000 compounds, 0.02% hits; active = well fitted inhibition curve with a large enough effect in the main read-out, with a control signal flat, not every such curve was filed as active; inconclusive = small, poorly fitted or top-dose-only effect, or a change in a side signal; note: potency is the fitted concentration of half-maximal effect; % of control where 0% means no effect
# Target sequence (P55210 24-198 limits assumed): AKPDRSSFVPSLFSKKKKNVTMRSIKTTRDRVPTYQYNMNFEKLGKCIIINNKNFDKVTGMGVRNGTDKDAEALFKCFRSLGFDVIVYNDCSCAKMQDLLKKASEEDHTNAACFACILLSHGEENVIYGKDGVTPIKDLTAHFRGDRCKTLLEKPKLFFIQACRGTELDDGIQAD
# Target sequence (P55210 207-303 limits assumed): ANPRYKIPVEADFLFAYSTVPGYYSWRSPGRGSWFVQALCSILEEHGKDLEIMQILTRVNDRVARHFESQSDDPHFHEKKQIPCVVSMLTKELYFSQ
# BRCT PPI green: inhibitors of human BRCA1 BRCT-phosphoprotein interaction (green fluorophore) | BRCA1 BRCT-phosphopeptide binding, green fluorescence polarization | Potency, µM (titrated, usually from 76.9 µM), for the others: at the highest dose activity change, negative = inhibition, most hits filed as inhibitors | P38398 | AID 875 | 75,000 compounds, 0.05% hits;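 note: potency is the fitted concentration of half-maximal effect; plate controls were peptide without protein for full effect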
#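 Fluorescence polarization: His-tagged BRCT (~35 kDa BRCA1 C-terminus, 250 nM) bound to 100 nM fluorescein-labeled phosphorylated 10-aa BACH1 peptide, pH 7.3 phosphate buffer with DTT and Tween 20. Compounds incubated 12 min at room temperature; inhibition read as lowered polarization.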
# Fluorescein autfl: fluorescein region autofluorescence | Compound autofluorescence, 480/540 nm, fluorescein-equivalent; stronger effect = higher value | max fluorescein-equivalent concentration, M | 59,000 compounds, 0.91% hits; in the data active = max fluorescein-equivalent concentration above about 10 nM; inconclusive = between about 1.1 nM and that limit
#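 Library compounds, added at multiple concentrations to pH 8.0 Tris buffer (100 mM), incubate 15 min at room temperature before CCD imaging at 480 nm excitation and 540 nm emission.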
# GFP derepression: derepresses silenced GFP locus in mouse C127i cells | mouse C127i GFP locus derepression, cytometry, 30 h | Potency, µM (top dose mostly 46.1 µM), for inactives: top-dose GFP derepression (activation) | 68,000 compounds, 0.09% hits | AID 597; note: % of control where 0% means no effect
#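 Derepression screen: silenced CMV-GFP reporter in murine C127i cells, 30 h compound incubation at 37 C, washed cells imaged by laser-scanning cytometer to enumerate GFP-expressing objects of 20 to 120 um.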
# The depositor's hits bear a star; i = inactive; ? = inconclusive; . = not tested or not shown; [ ] = remark or other dose. Unless noted, calls come from the whole dose curve; as a rule, active = well fitted curve in the direction sought with a large enough effect; inconclusive = small, poorly fitted or top-dose-only effect, or another doubt; inactive = no such curve, though single readings can be large; an effect the other way counts as inactive or inconclusive. An excerpt. The share of hits here may be higher or lower than overall.
SMILES,USP2a inh,BRCT inh red,Casp1 inh,A350 fluor,HEK293 cAMP cs,Ub-GFP proteasome,4MU fluor,Casp7 inh,BRCT PPI green,Fluorescein autfl,GFP derepression
CC(=O)Nc1c(C(=O)c2ccc(F)cc2)oc2ccccc12,.,-0.5%,-3.9%,1.26e-08M*,22.2%,-2.2%,1.39e-08M*,-2.8%,-2.5%,?,2.3%
COc1ccc(C)cc1Nc1cc(C)nc2ncnn12,.,2.6%,-0.2%,.,-1.4%,-4.5%,.,-1.6%,2.4%,.,0.0%
C/C(N)=C(/C#N)C(=O)CSc1nnc(COc2ccccc2Cl)o1,15.8%,-1.3%,-0.8%,i,-10.5%,-0.8%,i,-4.4%,-2.2%,i,0.4%
COc1cccc2cc(NC(=O)C3CCCCC3)c(=O)oc12,7.1%,0.7%,0.2%,?,2.5%,0.0%,?,0.2%,-2.6%,i,-1.4%
Cc1cccc(NC(=O)C2CCCN2C(=O)OCC(C)C)c1 (stereo not drawn),3.0%,0.5%,-2.3%,i,12.2%,0.0%,i,2.7%,-7.1%,i,0.0%
OC(COCc1ccco1)CN1CCN(C(c2ccccc2)c2ccccc2)CC1 (stereo not drawn),11.5%,-1.3%,0.4%,i,8.5%,-1.0%,i,0.1%,2.2%,i,-2.4%
Cc1ccc(Cn2ccc(NC(=O)c3noc4c3CCCC4)n2)cc1,13.4%,-2.1%,0.8%,i,27.2%,-7.9%,i,-1.4%,-5.3%,i,7.5%
CC(C)=NO[C@@H](C)c1cc(-c2c(C)cc(C)cc2C)no1,.,1.0%[15.4 µM],-0.4%[11.5 µM],.,23.2%[11.4 µM],.,.,-3.4%[11.5 µM],-1.0%[15.4 µM],.,.
COc1ccc(C(=O)N2CCC3(CCCN(c4ncccn4)C3)CC2)cc1,32.9%[activator],0.6%,1.6%,i,3.9%,2.2%,i,-0.4%,-4.8%,i,4.7%[9.22 µM]
O=C(NCc1ccc(F)cc1)c1cc(-c2cccs2)on1,1.2%,-2.1%,0.2%,i,9.0%,0.9%,i,-1.4%,-6.0%,?,2.4%

# Record cards, as listed above. Order of screens: USP2a inh, BRCT inh red, Casp1 inh, A350 fluor, HEK293 cAMP cs, Ub-GFP proteasome, 4MU fluor, Casp7 inh, BRCT PPI green, Fluorescein autfl, GFP derepression
# COc1ccc(C(=O)N2CCC3(CCCN(c4ncccn4)C3)CC2)cc1 is listed with 32.9%[activator], 0.6%, 1.6%, i, 3.9%, 2.2%, i, -0.4%, -4.8%, i, 4.7%[9.22 µM]
# C/C(N)=C(/C#N)C(=O)CSc1nnc(COc2ccccc2Cl)o1 is listed with 15.8%, -1.3%, -0.8%, i, -10.5%, -0.8%, i, -4.4%, -2.2%, i, 0.4%

# Other structures
SMILES,USP2a inh,BRCT inh red,Casp1 inh,A350 fluor,HEK293 cAMP cs,Ub-GFP proteasome,4MU fluor,Casp7 inh,BRCT PPI green,Fluorescein autfl,GFP derepression
O=C(NCC1CCCO1)c1ccc(/C=N/O)nc1 (stereo not drawn),-4.9%,1.6%,1.6%,i,2.8%,0.9%,i,-12.4%,-0.7%,?,2.2%
COC(=O)N1CCC2(CCN(Cc3nccs3)CC2)CC1,-2.5%,0.4%,3.9%,i,2.9%,-4.4%,i,-0.7%,-1.5%,i,2.3%[9.22 µM]
Cc1cc(C)n(C(=O)Cc2cn3ccsc3n2)n1,-14.3%,-0.8%,1.3%,?,1.2%,-6.1%,i,.,-0.5%,?,-1.2%
COc1ccccc1-c1nnc(SCC(=O)Nc2c(Cl)cccc2Cl)o1,4.6%,-0.6%,0.0%,i,10.9%,-4.0%,i,-0.9%,1.5%,i,-2.0%
CC1CC(C)CN(C(=O)CSc2nnc(-c3ccc(Cl)cc3)o2)C1 (stereo not drawn),.,-1.3%,-2.5%,.,?,-5.9%,.,-0.5%,-2.2%,.,0.0%
COCCn1nnnc1C(C(C)C)N(Cc1cccnc1)Cc1ccccc1Cl (stereo not drawn),5.4%,0.0%,-7.4%,i,?,-2.0%,i,-1.4%,-2.3%,i,-1.3%
Cc1ccc(S(=O)(=O)N2CCN(S(C)(=O)=O)C2c2ccccc2)cc1 (stereo not drawn),-0.6%[7.66 µM],-0.7%,0.9%,.,19.3%[11.4 µM],-3.1%[9.17 µM],.,0.5%,-0.4%,.,3.1%
O=C1C2C3C=CC(C3)C2C(=O)N1c1ncn[nH]1 (stereo not drawn),0.1%,-0.2%,-0.8%,?,0.6%,2.6%,i,-0.1%,-0.5%,i,2.2%
O=C(O)CCCC(=O)NCCc1cccc(Cl)c1,-5.4%,0.1%,0.5%,i,5.2%,-7.1%,i,0.5%,-0.2%,i,1.6%
CC(=O)N1CCN(CCN=CC2=C(O)CC(C)(C)CC2=O)CC1,0.9%,0.3%,-0.8%,i,-0.6%,1.4%,i,-0.3%,-2.2%,?,0.3%
COc1ccc2cc(C#N)c(SCC(=O)N3CCCC3)nc2c1,23.7%,-1.6%,-3.3%,1.15e-07M*,20.7%,0.0%,9.67e-08M*,-1.9%,1.9%,?,-3.4%
Cc1ccc(S(=O)(=O)Nc2ccc(O)c(C(=O)O)c2)c(C)c1,.,-2.4%,1.5%,.,-5.0%,.,.,1.6%,0.3%,.,.
CC(OC(=O)c1cccc(NS(C)(=O)=O)c1)C(=O)Nc1ccc(N2CCOCC2)cc1 (stereo not drawn),7.6%,-1.6%,2.1%,?,20.6%,-1.6%,i,7.7%,0.0%,?,-2.5%
O=C(c1cnn(-c2nc3ccccc3s2)c1)c1ccccc1O,-2.7%,0.6%,-1.7%,i,22.4%,2.6%,i,0.1%,-1.7%,?,1.1%
COC(=O)C1=C(C)N(c2ccc(C(=O)OC)cc2)C(=O)C1,-2.3%,-1.6%,-1.0%,i,9.2%,3.4%,i,0.5%,-0.3%,i,-7.0%
COc1ccccc1NC(=O)NCc1ccc2c(c1)OCO2,-3.4%,1.3%,1.1%,i,9.2%,3.5%,i,-0.1%,-1.8%,?,1.3%
CCc1nnc(NC(=O)CSc2nnc(COc3ccc(C)cc3)n2-c2ccccc2)s1,21.1%,-1.2%,-1.7%,i,10.8%,-1.7%,i,0.1%,-1.1%,?,1.3%
COc1ccc(NC(=O)c2cccc(Cn3cc(Br)cn3)c2)cn1,10.5%,-1.6%,0.5%,i,2.7%,-8.7%,i,-6.0%,-0.6%,i,-1.1%
CC1(C)CC(=O)C(C=Nc2ccncc2)=C(O)C1,-6.1%,1.3%,-3.4%,.,?,7.4%,.,-1.9%,0.5%,.,0.0%
N#CC1=C(N)NC(SCc2ccccc2)=C(C#N)C12CCCCC2,12.1%[7.66 µM],-0.7%,-2.7%,.,-13.2%[11.4 µM],1.2%[9.17 µM],.,-3.1%,1.1%,.,1.5%
Cc1c(C(N)=O)c(N)c(C(=O)c2ccccc2)n1-c1ccccc1,2.3%,0.5%,-1.0%,.,-7.7%,-12.9%,.,0.4%,-2.2%,.,1.8%
O=C1COc2ccc(C(=O)CSc3nnnn3-c3ccccc3)cc2N1,20.3%,-1.1%,-2.9%,i,14.8%,-0.1%,i,-4.5%,1.0%,?,-1.8%
Cc1cc(C(=O)CSc2n[nH]c(N)n2)c(C)n1-c1cccc(F)c1,21.2%,1.9%,0.4%,i,3.7%,-10.3%,i,-2.1%,2.1%,i,0.0%
CS(=O)(=O)N1CCC[C@@]2(CCN(C(=O)Nc3ccccc3)C2)C1,-23.6%,-0.9%,0.2%,i,5.3%,4.4%,i,0.1%,-2.2%,i,-4.6%[9.22 µM]
CCCCn1nnnc1SCC(=O)c1ccc(C)c(C)c1,?,-0.9%,-2.3%,i,?,-2.2%,i,-1.7%,0.5%,i,-0.7%
Cc1cc(C)nc(NC2=NCC(=O)N2c2ccccc2Br)n1,.,0.9%,-0.1%,.,3.1%,6.0%,.,-1.2%,7.9%,.,2.3%
c1ccc2c(c1)Cn1nc(Cc3nc4c(s3)CCCC4)nc1-2,17.0%,0.3%,-1.2%,?,5.8%,1.6%,?,-0.8%,0.7%,?,0.0%
CCn1c2ccccc2c2cc(NC(=O)COC(=O)Cc3cn4ccsc4n3)ccc21,14.8%,-0.4%,-3.8%,?,15.2%,7.8%,?,-1.8%,0.0%,i,-1.0%
OCc1nc2ccccc2n1CC(O)Cn1ccc2ccccc21 (stereo not drawn),31.7%[activator],-0.3%,-0.5%,i,9.4%,-3.5%,i,-1.3%,-0.7%,?,0.8%
COc1cc2c(cc1OC)/C(=C/C#N)NC(C)(C)C2,-6.4%,0.5%,-8.0%,2.68e-08M*,21.2%,20.7%,2.57e-08M*,-11.3%,0.6%,i,-1.0%
Cc1cc2c(cc1C)/C(=C\C(N)=O)NC(C)(C)C2,6.6%,1.1%,-0.6%,?,2.5%,-3.4%,i,-0.4%,0.9%,i,-1.3%
CCCc1nc(SCc2ccccn2)c2c(=O)n(C)c(=O)n(C)c2n1,.,-1.6%,1.1%,.,21.1%,-7.1%,.,2.1%,9.2%,.,.
O=C(NCCc1ccccc1)C1c2ccccc2C(=O)N1C1CC1 (stereo not drawn),-5.6%,0.9%,1.3%,i,10.5%,13.5%,i,1.7%,-2.0%,?,2.4%
